From PubChem BioAssay
Cav32 inh – Cav3.2 calcium influx blockers – cell-based, Fluo-4 calcium fluorescence, FDSS, MLSMR library, primary screen. Voltage-dependent T-type calcium channel subunit alpha-1H (Homo sapiens), O95180. Cav3.2-expressing cells; hits give low values. B-score at 10 µM. hit rate 4% among 100,000. AID 449739, 2010;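 active = single-dose well whose peak fluorescence ratio is a statistical outlier from its plate by either plate-standardised score or position-corrected B-score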
The depositor's hits bear a star.

SMILES	Cav32 inh
Cc1ccc(C=NCc2ccncc2)c(O)c1	-0.013
O=C(CCCCCN1C(=O)c2ccccc2C1=O)NCc1ccccn1	0.27
Cc1ccc(S(=O)(=O)NC(C)C(c2cccs2)N2CCN(c3ccccc3)CC2)cc1 (stereo not given)	-2.9
Cc1nnsc1NC(=O)OCc1ccc(C(F)(F)F)cc1	-0.75
CC1(OC(=O)C2CCCC2)C(=O)C=C2C=C(c3ccsc3)N(CCc3ccccn3)C=C2C1=O (stereo not given)	-0.31
CC(=O)N1CCN(c2ccc(NC(=O)c3ccc(C(C)(C)C)cc3)cc2)CC1	0.049
Cc1c(NC(=O)c2cnn3c2NC(c2ccccc2)CC3C(F)(F)F)c(=O)n(-c2ccccc2)n1C (stereo not given)	-0.023
C=CCSc1nnc2c(n1)OC=Nc1ccc(Br)cc1-2	-0.094
O=C(Nc1ccc(O)cc1)c1cc(S(=O)(=O)N2CCCC2)ccc1Cl	0.85
COc1ccc(C2C(C(=O)N3CCCCC3)CC(=O)N2c2ccc(OC)cc2)cc1 (stereo not given)	1.6
Cc1ccc(OCc2ccc(C(=O)Nc3nc4ccccc4n3Cc3ccccc3)o2)c([N+](=O)[O-])c1	-2.3
CC(C)(C)n1nnnc1CN1CCSCC1	-0.38
CCCCC(C(=O)NC(=O)NCc1ccccc1)N1C(=O)c2ccccc2C1=O (stereo not given)	-2.2
COc1ccc(-n2cnnc2SCC(=O)NCc2cccs2)cc1	-0.35
Cc1ccc(S(=O)(=O)N2CCCC(NC(=O)N3CCN(c4ccccc4)CC3)C2)cc1 (stereo not given)	-4.4*
CN(C(=O)CSc1nnc(Cc2ccccc2F)n1N)C1CCS(=O)(=O)C1 (stereo not given)	-0.13
O=C(COC(=O)c1cccnc1Cl)c1ccc(Cl)cc1Cl	-0.36
CCOc1ccc(C2C=C(c3ccc(F)cc3)Nc3ncnn32)cc1 (stereo not given)	-0.72
CS(=O)(=O)N(CC(=O)NCC1CCCO1)c1cc(Cl)ccc1Cl (stereo not given)	-0.23
CCOc1ccc(S(=O)(=O)N2CCN(c3ccccc3OC)CC2)c2cccnc12	0.041
CC(C)c1ccc(NC(=O)C2CC(=O)N=C(N)S2)cc1 (stereo not given)	0.17
CCO/C=C/C(=O)N(C)CCC#N	-0.51
N#Cc1nc(COc2cccc(Cl)c2)oc1NCc1ccco1	-1.9
CCN1CCN(S(=O)(=O)c2ccc3[nH]c(=O)oc3c2)CC1	1.7
CC(Cc1ccccc1)N/C=C1\CC(=O)NC1=O (stereo not given)	-1.2

Rewritten as labelled records: part of the list above
molecule: CC(C)c1ccc(NC(=O)C2CC(=O)N=C(N)S2)cc1 (stereo not given)
  Cav32 inh = 0.17

molecule: CCO/C=C/C(=O)N(C)CCC#N
  Cav32 inh = -0.51

molecule: N#Cc1nc(COc2cccc(Cl)c2)oc1NCc1ccco1
  Cav32 inh = -1.9

Further compounds.
SMILES	Cav32 inh
Cc1ccc(S(=O)(=O)Cn2nnnc2C(C(C)C)N2CCSCC2)cc1 (stereo not given)	-0.039
CCCN(CCC)CC(=O)NCC1(c2ccccc2)CCOCC1	0.77
Cc1cc(Br)ccc1OCC(=O)N(Cc1nc(-c2ccccc2)no1)C(C)C	-4.8*
COC(=O)c1cccc(NC(=O)C2COc3ccccc3O2)c1 (stereo not given)	-1.4
COc1ccc(-n2c(Cc3cccn3C)nnc2SCC(=O)Nc2cccc(NC(C)=O)c2)cc1	-1.7
C#CCOCCOCCOCCNc1nc(N2CCOCC2)nc(N2CCN(C(=O)[C@H]([C@@H](C)CC)n3cc(CCCN=C(N)N)nn3)CC2)n1	0.53
NC(=O)C(c1ccc(Sc2ccccc2)nn1)c1ccc(Cl)cc1Cl (stereo not given)	-3.2
O=C(NCc1cccnc1)c1ccc(S(=O)(=O)N2CCOCC2)cc1	-1.3
CC(C)(C)c1csc(N(CCC#N)CCC#N)n1	0.8
C/C(=C\c1ccccc1)C(=O)Nc1cc(C)on1	0.026
COC(=O)[C@@]1(Cc2ccc(OC)cc2)[C@H]2c3cc(C(=O)N4CCCC4)n(Cc4c(CO)[nH]cc(C)c4=O)c3C[C@H]2CN1C(=O)c1ccccc1	0.52
CCC1CCCCN1CC(=O)Nc1cc(C)nn1-c1nc(C)cc(C)n1 (stereo not given)	0.027
Cc1ccc(OC(=O)c2oc3ccc(F)cc3c2C)c(C)c1	0.32
CCCSC(=S)NC1CCS(=O)(=O)C1 (stereo not given)	-0.015
Cc1ccc(OCc2nnc(SCC(=O)N3CCc4ccccc43)n2C)cc1	0.24
CS(=O)(=O)c1sc2nc(-c3cccs3)cc(-c3ccccc3)c2c1N	-1.5
CCCCCCNC(=O)Cc1c(O)c2ccccc2[nH]c1=O	-0.45
O=C(CN1CCOc2ccccc21)N1CCN(c2cccc(Cl)c2)CC1	-1.4
O=C(NCc1ccc(F)cc1)C1CCCN(C(=O)Nc2ccccc2)C1 (stereo not given)	1
CC(=O)Nc1cc(-c2nn3c(C)nnc3s2)ccc1C	0.16
Cc1csc(NC(=O)CSc2nnc(-c3ccoc3C)o2)n1	0.23
Cc1cc(C)n(-c2nc(NCC(C)O)c3c4c(sc3n2)CCCC4)n1 (stereo not given)	0.37
CCOc1ccccc1C1C(C#N)=C(N)Oc2cc(C)n(C)c(=O)c21 (stereo not given)	0.021
COCCN(CCOC)Cc1c(C)[nH]c2ccccc2c1=O	-0.058
Cn1c(CN2CCOCC2)nnc1SCC(=O)NCCc1ccccc1	-0.87

Additional records
SMILES	Cav32 inh
COc1ccc(OC)c(NC(=O)C2C3C=CC(C3)C2C(=O)NCc2ccccn2)c1 (stereo not given)	0.54
Cc1nn(-c2cc(N3CCCCC3)ccc2[N+](=O)[O-])c(=O)c2ccccc12	-0.29
O=C(Nc1ccc(F)cc1)c1sccc1SCc1cccc(C(F)(F)F)c1	-2
CS(=O)(=O)Nc1ccccc1C(=O)NCc1ccco1	-0.18
CCCOc1cccc(/C=N/NC(=O)c2csc(C)c2C)c1	-0.93
COC(=O)c1ccc(C(=O)OC)c(NC(=O)COC(=O)CC2CC3CCC2C3)c1 (stereo not given)	-1.4
CCOc1ccc2cc(S(=O)(=O)n3ccnc3C)ccc2c1	0.12
Oc1oc(-c2ccco2)nc1C=Nc1ccccc1	0.38
Cc1oc(C(=O)O)cc1COc1ccc2c3c(c(=O)oc2c1C)CCC3	1.7
O=C(CC(c1ccccc1)c1ccccc1)NCc1cccnc1	0.023
CC(=O)Oc1ccc(C(=O)Nc2nnc(C)s2)cc1	1.3
CCc1ccc2[nH]c(=O)c(CN(Cc3ccccc3)Cc3nnnn3Cc3ccco3)cc2c1	-1.5
COc1ccc(C(=O)Nc2cccc(C)c2)cc1	0.83
CCOc1cc(-c2nc(-c3ccc(C)nc3OC)no2)cc(OCC)c1OCC	-0.23
Cc1ccc(C2CC(c3cccc(Br)c3)Nc3nnnn32)cc1 (stereo not given)	-2.4
CC1CCCC(C)N1C(=O)CSc1nnc(NC(=O)c2cccs2)s1 (stereo not given)	0.69
Cn1c(CNc2nc(-c3ccccc3)cs2)nnc1SCC(=O)c1ccccc1	-3.4
COc1ccccc1N1CCN(S(=O)(=O)c2ccc(F)cc2)CC1	-0.017
COc1ccc(C(c2nnnn2Cc2cccs2)N2CCC(C(N)=O)CC2)c(OC)c1 (stereo not given)	-0.19
Cc1ccc2cccc(S(=O)(=O)NC3CCS(=O)(=O)C3)c2n1 (stereo not given)	0.71
COc1ccc(CC(=O)O/N=C(\N)Cc2ccc(OC)cc2)cc1	-0.46
COC(=O)c1ccc(NC(=O)Cn2cnc3c(nnn3-c3cccc(OC)c3)c2=O)cc1	0.061
COc1ccc(C(=O)/C=C(\C)Nc2ccc3c(c2)OCO3)cc1	-0.64
CCN(CC)S(=O)(=O)c1cccc(C(=O)N2CC(O)CC2C(=O)O)c1 (stereo not given)	0.82
CCCCn1nnnc1SCC(=O)NNC(=O)C1CCCCC1	-0.63

(cont.)
SMILES	Cav32 inh
CN1CCCC(OC(=O)c2cc(Cl)ccc2Cl)C1 (stereo not given)	0.12
COc1ccc(NC(=O)C2CCCN(C(=O)NC3CCCCC3)C2)cc1OC (stereo not given)	1.3
O=C(NCc1ccco1)c1ccc(S(=O)(=O)N2CCOCC2)cc1	0.43
COc1cc(OC)cc(C(=O)N2CCN(Cc3cccc(F)c3)CC2)c1	-0.034
Cc1ccccc1C(=O)NC(=S)Nc1ccc(Oc2ccc(Cl)cc2)cc1	-1.9
O=C(O)CCn1c(=O)sc2ccccc21	0.54
COc1ccccc1N1C(=O)CC(N2CCc3ccccc32)C1=O (stereo not given)	-0.39
Cc1cc(C)c(S(=O)(=O)Nc2ccc(O)cc2)cc1C	-0.94
CCOC(=O)[C@H]1CCC[C@@H](NS(=O)(=O)c2ccc(NC(C)=O)cc2)C1	-0.2
Cc1cccc(CS(=O)(=O)Cc2ccc(C(=O)NCCN3CCCCC3C)o2)c1 (stereo not given)	-0.71
O=C(CSc1nc2ccccc2c(=O)n1NC(=O)Cc1ccccc1)NCc1ccccc1	0.75
COc1ccc(C(=O)NCCc2nnc(SCc3nc4ccccc4c(=O)[nH]3)n2C)cc1	0.33
O=C1c2ccccc2C(=O)N1CCCCN(C(=O)c1cccc([N+](=O)[O-])c1)c1ccc(Cl)cc1	0.47
COc1ccc(NC(=O)CN2CCC(C)CC2)cc1	-0.42
Cc1cc(C(=O)CSc2nnc(N)s2)c(C)n1CCc1ccc(Cl)cc1	-4.9*
Cc1cc(NC(=O)COC(=O)c2ccc(NS(=O)(=O)c3ccc(C)c(C)c3)cc2)no1	0.018
COc1ccc(S(=O)(=O)n2nc(OC(=O)c3ccc(C)cc3)cc2N)cc1	-0.043
CCOC(=O)CSc1nc2cc(C(=O)N3CCC(C(N)=O)CC3)ccc2c(=O)n1-c1ccccc1	-0.15
Cc1ccc(CCC(=O)Nc2nccs2)o1	-2.2
Cc1nc2ccc(Br)cn2c1NC(C)(C)C	-0.65
N#Cc1ccsc1NC(=O)CN1CCCCCC1	0.79
COc1ccccc1-c1nnc(-c2ccc(N3CCOCC3)cc2)o1	-1.4
O=C(Nc1nc(-c2cc(Cl)sc2Cl)cs1)c1ccccc1	-3.6
O=C(NC1CC1)C1=C[C@@H](c2ccc3c(c2)OCO3)C[C@@H](OCc2ccc(CO)cc2)O1	0.51
CC1(C)C2([N+](=O)[O-])CN(CCO)CC1([N+](=O)[O-])CN(CCO)C2	1.2

Taken from above.
Cav32 inh result of `N#Cc1ccsc1NC(=O)CN1CCCCCC1` : 0.79
Cav32 inh result of `Cc1cccc(CS(=O)(=O)Cc2ccc(C(=O)NCCN3CCCCC3C)o2)c1` (stereo not given) : -0.71
Cav32 inh result of `O=C(O)CCn1c(=O)sc2ccccc21` : 0.54

Reprinted at random: 2 entries already listed
SMILES	Cav32 inh
O=C(NC1CC1)C1=C[C@@H](c2ccc3c(c2)OCO3)C[C@@H](OCc2ccc(CO)cc2)O1	0.51
O=C(Nc1nc(-c2cc(Cl)sc2Cl)cs1)c1ccccc1	-3.6

(cont.)
SMILES	Cav32 inh
CC(=O)N(C)C1(c2nnnn2CCOC(=O)Nc2cccc3ccccc23)CCCC1	0.084
O=C(c1ccc(Cl)cc1)c1cnc(Nc2ccccc2)s1	0.66
CCOc1ccccc1-c1nc(-c2cc3ccc(C)cc3[nH]c2=O)no1	-2.5
O=C(NC(=S)Nc1cccc(Cl)c1N1CCCCC1)c1cccs1	-2.4
COc1ccccc1CNC(=O)Cn1cccc1	0.08
COc1ccc(S(=O)(=O)N[C@@H](Cc2ccccc2)C(=O)N2CC[C@@]3(O)CCCC[C@H]3C2)cc1	0.38
CCCCNC(=O)c1ccc(N2CCOCC2)c(NS(=O)(=O)c2ccc(OC)cc2)c1	0.53
C[C@H](NC(=O)c1nc[nH]c1C(=O)NC(c1ccccc1)c1ccccc1)C(=O)OCc1ccccc1	0.13
COc1ccccc1-n1c(SCC(=O)Nc2ccc(F)cc2)nc2c(c1=O)SCC2	0.28
CC1CCN(S(=O)(=O)c2ccc(NC(=O)N3c4ccccc4Sc4ccccc43)cc2)CC1	-2.6
C=CCNC(=O)c1ccncc1	-0.68
Cc1nnc(SCc2cnc(-c3ccccc3)o2)[nH]c1=O	0.13
COc1ccc([C@@H]2C=C(C(=O)O)O[C@H](OCCCCO)C2)cc1	-0.019
O=c1[nH]cc(COCc2ccccc2)c(=O)[nH]1	1.2
Cc1ccc(-c2cnc(SCC(=O)N3CCCc4ccccc43)n2C)cc1	-3.5
CC(C)(C)S(=O)(=O)c1nc2ccccc2s1	0.53
CCOC(=O)CN1C(=O)N[C@@H](c2ccco2)C(C(=O)OC)=C1C	0.77
CCOC(=O)C1C(=O)CC(C)(O)C(C(=O)OCC)C1c1cc(Br)ccc1OC (stereo not given)	-1
CC1(C)O[C@@H]2[C@@H](CO[C@@]3(COS(N)(=O)=O)OC(C)(C)O[C@@H]23)O1	0.094
COc1ccc(C(=O)Nc2sc(C)c(-c3ccccc3)c2C#N)cc1OC	0.053
CCCCn1c(SCC(=O)c2ccc(OC)c(OC)c2)nc2cc(S(N)(=O)=O)ccc21	0.77
CN(C)CCSc1nnc2sc3ccccc3n12	0.24
NC(=O)c1oc2ccccc2c1NC(=O)c1ccc(F)cc1	0.95
CCc1ccc(C(=O)CSC2=C(C#N)C(c3ccco3)C(C(C)=O)=C(C)N2)cc1 (stereo not given)	-1.9
CCn1c(O)c(C=NCc2cccs2)c(=O)n(CC)c1=S	-2.6
O=C(NCc1n[nH]c(=S)n1-c1cccc(Cl)c1)c1ccc(S(=O)(=O)N2CCCC2)cc1	-0.054
Cc1ccc(-c2cc(-c3ccccc3)c(C#N)c(N)n2)o1	-0.11

A different layout for part of the listing above.
SMILES,Cav32 inh
CCn1c(O)c(C=NCc2cccs2)c(=O)n(CC)c1=S,-2.6
O=C(NCc1n[nH]c(=S)n1-c1cccc(Cl)c1)c1ccc(S(=O)(=O)N2CCCC2)cc1,-0.054
Cc1ccc(-c2cc(-c3ccccc3)c(C#N)c(N)n2)o1,-0.11

Some of the compounds tested. The share of hits here may be higher or lower than overall.
